# Screening data (PubChem)
# CFTR F508del cor = CFTR F508del correction in bronchial cells | CFBE cells, YFP halide quenching; stimulated with forskolin plus potentiator P3; % fluorescence drop versus neutral controls | activity (quench increase), % at 7.58 µM | 350,000 compounds, 0.36% hits | AID 720511;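 active = mean added fluorescence quench of at least 8% versus neutral control, with both replicates also reaching 8%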;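 also: cells transiently co-express mutant CFTR-F508del with the halide-sensitive YFP; corrector assay measuring rescue of mutant channel to the surface after 24 h compound exposure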
# FN deposit inh = fibronectin deposition inhibition | 350,000 compounds, 0.086% hits | inhibition, % at 12.6 µM | AH1F fibroblasts, Alexa488-fibronectin deposition fluorescence, overnight;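 active = mean inhibition across replicates of 30% or more, regardless of how many single replicates reach that level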;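 also: positive control wells lacked labelled fibronectin entirely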
#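 Assay system: AH1F fibroblasts assembling fluorescent fibronectin matrix; Amount: 10000 AH1F cells per well; Buffer or medium: DMEM, 2% serum; Probe or stimulus: Alexa488-fibronectin, 24 nM final in well; Doses: single compound dose, delivered by pin transfer; Incubation: 1 h adhesion, overnight exposure; Measured by: fluorescence 485/525 nm; Read-out: fibronectin deposition inhibition.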
# miR122 inh = blocks miR-122 activity in Huh7 sensor cells; AID 602342; 340,000 compounds, 0.3% hits; Huh7 miR-122 Renilla luciferase sensor, 48 h; neutral wells = 0, positive control = 100; activation (reporter increase), % at 12.5 µM;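 active = mean replicate activation score at least 90 and every replicate individually at or above 90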;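 also: higher luciferase means less miR-122 activity so hits act as miR-122 inhibitors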
# GSIS activator = primary screen for activators of insulin secretion dependent on glucose, INS-1E cells, GLuc reporter luminescence. 370,000 compounds, 0.61% hits. activation, % at 16.6 µM. INS-1E GLuc reporter insulin secretion, 2-3 h;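 active = lowest replicate activation of at least 40%, so every replicate reaches that level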;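 also: 0% = median of neutral control wells and 100% = median of IBMX positive control wells; some compounds called inactive have numbers as strong as hits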
# C2C12 statin = protects C2C12 myotubes from simvastatin toxicity | ATP luminescence, 48 h; scaled: DMSO 0, geranylgeraniol control 100 | rescue of ATP level, % at 7.49 µM | 330,000 compounds, 0.78% hits | AID 602340;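 active = mean ATP rescue above about 67%, or every replicate alone reaching that limit, limit read from the data, passing the limit was not always enough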;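 also: myotubes were challenged with 10 µM simvastatin during compound exposure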
# Cneo AK release = causes C. neoformans cell lysis | adenylate kinase release luminescence, 4 h; normalised: neutral wells 0, clomiphene wells 100 | lysis activity, % at 15 µM | 360,000 compounds, 0.2% hits;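 active = mean lysis activity across replicates of at least 80%, whatever share of replicates individually reach that level; inactive = mean lysis activity below 80%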
#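 read-out = cell lysis signal | test system = log-phase Cryptococcus neoformans yeast cells | input = cells at 5 × 10^6 per mL | medium = fresh YPD growth medium | signal = luminescent adenylate kinase detection reagent | timing = 4 h at 37 °C static, read 1 h later | dosing = single dose | controls = Clomiphene as positive lysis control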
# PglD inh = blocks C. jejuni PglD acetyltransferase activity | purified PglD enzyme, DTNB colorimetric CoA detection | inhibition, % at 12.5 µM | 360,000 compounds, 0.098% hits | AID 602405; in the data active = inhibition above about 16%, passing the limit was not always enough; also: strong numbers were not always called active
# PGC1a acetyl inh = lowers PGC1a acetylation signal in U2OS cells; AlphaScreen anti-acetyl-lysine; with virally co-expressed GCN5 acetyltransferase; inhibition, % at 15.6 µM; 350,000 compounds, 0.17% hits;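 active = every replicate shows inhibition of at least 40%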;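 also: 0% = neutral control wells and 100% = positive control wells; some results beyond the cut were filed as inactive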
# * = called active by the depositor; . = no result given; [ ] = another dose, or the depositor's remark.
SMILES,CFTR F508del cor,FN deposit inh,miR122 inh,GSIS activator,C2C12 statin,Cneo AK release,PglD inh,PGC1a acetyl inh
CN(C)S(=O)(=O)c1ccc(N2CCCC2)c(C(=O)Nc2ccc(N3CCOCC3)cc2)c1,.,7.4,2.6,.,-8.6,1.0,-1.5,-8.8
CCOC(=O)c1sc(NC(=S)NC(=O)c2ccccc2Cl)c(C(=O)OCC)c1C,.,.,0.3,.,.,11.1,-1.2,4.9
COc1nc(N)nc(NC(=O)c2cccs2)c1N=O,11.2*,2.2,-3.9,-16.3,61.0,-1.3,5.7,34.8
CCCCCCCCNCCS(=O)(=O)NCc1ccccc1OC,-1.6,-1.4,-3.3,4.0,-11.4,-3.3,-0.3,.
CCn1c(C)nc2cc(C(=O)NNC(=S)Nc3ccc(Cl)cc3Cl)ccc21,.,-7.3,1.2,-1.7,6.2,-0.9,-0.2,-1.3
CSc1ccccc1C(=O)NCCc1ccc(S(=O)(=O)N2CCCCC2)cc1,-2.5,.,6.5,-19.6,-20.1,-0.2,-0.7,-7.6
C=CCc1ccc(OCCOCCOc2ccccc2[N+](=O)[O-])c(OC)c1,.,.,-3.2,.,12.9,1.0,-6.0,-1.3
Cc1ccc(C(=O)NC(=S)NNC(=O)c2ccc([N+](=O)[O-])cc2)cc1,0.0,-2.4,6.8,-8.6,2.1,-0.6,0.8,4.1
COc1cc(OC)cc(-c2c(-c3cccs3)c3cc(Br)ccc3n2C)c1,-1.6,-9.7,-2.6,.,-3.1,5.6,0.2,.
COc1ccc(CCNC(N)=S)cc1OC,.,11.6,3.6,52.8*,.,0.4,-4.7,-1.7
CCC(=O)Nc1ccc2c(c1)C(=O)N(C)[C@@H]1CC[C@H](CC(=O)NCc3ccc(OC)cc3)O[C@@H]1CO2,-1.9,0.1,6.9[16.7 µM],-11.2,-7.3,-2.0,-0.7,-13.5
CC(C)CCn1c(-c2nonc2N)nc2ccccc21,.,.,8.2,-14.8,-0.2,1.1,-4.8,0.7
CO[C@@H](CN(C)Cc1cc(F)ccc1F)[C@@H](C)CN(C(=O)Nc1ccc(F)cc1)[C@@H](C)CO,0.5,0.2,.,-12.6,1.5,3.0,-1.2,-0.2
CCOC(=O)c1c(C)[nH]c(C)c1C=O,-1.4,3.5,1.0,2.5,9.2,0.3,3.2,-18.3
CC(=O)c1ccc(OCC(O)CN(C)Cc2cccs2)cc1 (stereo not drawn),.,0.2,-3.4,.,-4.5,-1.5,-0.9,-4.8
CC(C)(O)C#Cc1ccc([C@H]2[C@H](CO)N3CCCCN(C(=O)c4cccnc4)C[C@@H]23)cc1,1.7,.,4.0[16.7 µM],17.4,.,-0.1,0.8,4.5
CNc1cncc(-c2ccc(O)cc2)n1,0.8,8.7,6.5,5.7,-3.9,0.5,4.8,8.4
CCOP(=O)(OCC)c1nc(-c2cccc3ccccc23)oc1NCCc1ccc(OC)cc1,1.5,9.9,-3.8,-17.4,92.0*,0.8,1.8,4.1
CN1CCc2c(sc(N)c2C(=O)c2ccc(Cl)cc2)C1,-0.5,-3.3,1.9,-3.5,0.9,164.3*,3.4,-4.8
CCOc1ccc(-n2cc(C(=O)N3CCCCCC3)c3cc(OC)c(OC)cc3c2=O)cc1,.,-8.5,2.4,.,-5.4,1.6,5.2,24.2
CCOc1ccccc1NC(=O)C1CCC(CNc2c(N3CCCCC3)c(=O)c2=O)CC1 (stereo not drawn),0.1,-3.8,.,-11.4,.,0.4,-3.7,-2.5
COc1ccc(S(=O)(=O)NCC2CCCO2)c(Cl)c1Cl (stereo not drawn),1.3,-0.7,37.4,34.5,14.2,0.8,-5.8,22.5
C[C@@H]1CN([C@@H](C)CO)C(=O)c2cccc(NC(=O)c3ccc(-c4nccs4)cc3)c2O[C@@H]1CN(C)S(=O)(=O)c1cccs1,-0.5,26.6,-1.6[16.7 µM],12.9,.,-1.3,1.9,-0.8
OC1CC2CCC(C1)N2CCCN1c2ccccc2Sc2ccc(Cl)cc21 (stereo not drawn),1.4,7.4,-15.7,-33.1,-16.2,1.2,3.5,-25.7
O=C(NCC(F)(F)F)[C@@H]1[C@@H](CO)[C@@H]2Cn3c(ccc(-c4ccncc4)c3=O)[C@@H]2N1Cc1ccncc1,.,.,.,15.3,8.7,-0.1,-0.1,.
CCc1ccc(C(=O)CSc2nc3ccccc3c(=O)[nH]2)cc1,.,-13.4,-4.7,.,-39.0,-1.9,-1.1,-8.0
CC=Cc1ccc2n(c1=O)C[C@H]1[C@H](CO)[C@@H](C(=O)NCc3ccccc3)N(Cc3cncnc3)[C@@H]21 (mixture of isomers),-0.3,.,0.2[16.7 µM],-2.8,-19.1,-0.6,3.2,.
Cc1cc(C)n(S(=O)(=O)/C=C/c2ccccc2)n1,.,-8.5,3.1,.,-10.4,1.4,-1.2,-4.3
CC(CC(=O)C1C(C)C=CCC1(C)C)NNC(N)=O (stereo not drawn),-2.1,-2.4,3.4,-3.6,3.7,5.5,7.3,.
C[C@@H]1CN([C@@H](C)CO)C(=O)c2cccc(NC(=O)c3nc4ccccc4s3)c2O[C@@H]1CN(C)S(=O)(=O)c1cccs1,-1.1,8.4,-4.3[16.7 µM],2.3,.,54.4,2.9,-5.7
Cc1ccc(N(CC(=O)NC2CCCC2)C(=O)CNC(=O)c2cccs2)cc1C,-0.4,0.3,1.0,3.7,10.4,-2.1,-1.4,-9.7
CC(NC(=O)c1cc(COc2ccc3ncccc3c2)on1)c1ccc(F)cc1 (stereo not drawn),-0.9,0.8,-1.9,-25.7,-22.1,-4.6,-0.6,13.4
C[C@H]1CN([C@@H](C)CO)C(=O)c2cc(NS(=O)(=O)c3ccc(Cl)cc3)ccc2O[C@H]1CN(C)Cc1ccc(C(F)(F)F)cc1,0.3,.,-9.2[16.7 µM],-11.9,.,.,.,-5.1
S=C(NCC1CCCO1)Nc1cccc(Cl)c1 (stereo not drawn),1.3,-3.4,2.2,-3.8,.,.,.,4.1
Cc1ccccc1-c1cnc2c(c1)C(=O)N([C@@H](C)CO)C[C@@H](C)[C@@H](CN(C)C(=O)c1ccccc1)O2,-0.9,-3.8,-2.6[16.7 µM],-4.9,-11.3,2.9,0.5,6.3
Cc1c(OCc2ccc(C(=O)O)o2)ccc2c3c(c(=O)oc12)CCC3,.,.,-1.4,.,-7.9,2.6,-5.9,-2.0
CC(NC(=O)c1ccccc1Cl)C(=O)O (stereo not drawn),.,.,-1.9,5.5,-0.3,0.8,-0.9,6.8
C[C@@H]1CCCCO[C@H](CN(C)Cc2ccc(C(=O)O)cc2)[C@H](C)CN([C@H](C)CO)C(=O)c2cc(NC(=O)Cc3ccccc3)ccc2O1,-0.4,.,3.4[16.7 µM],13.2,.,-3.2,-2.2,-1.9
COc1ccc(/C=N/NS(=O)(=O)c2ccc(C)cc2)cc1OC(=O)c1ccccc1,.,.,14.4,.,-10.1,0.3,-1.3,2.3
O=C(Nc1ccccc1C(F)(F)F)c1ccc2nccnc2c1,-0.8,3.3,1.5,22.5,10.8,-1.2,0.1,.
Cc1cc(NC(=S)N(CCN2CCOCC2)Cc2ccccc2F)ccc1Cl,-0.5,-6.1,10.8,-21.5,-13.3,6.8,-0.2,-2.4
COc1cc(C(=O)NCCc2nc3ccccc3n2C)cc(OC)c1OC,0.1,.,-3.0,-1.5,0.6,-2.0,-2.0,6.7
Cc1ccc(S(=O)(=O)N2CCC(C(=O)OC(C)C(=O)NC3CCCCC3C)CC2)cc1 (stereo not drawn),2.4,-1.5,-1.9,-16.1,6.2,-0.8,3.2,0.8
C[C@H]1CN([C@@H](C)CO)C(=O)Cc2cc(NC(=O)Nc3ccc(C(F)(F)F)cc3)ccc2O[C@H]1CN(C)S(=O)(=O)c1ccccc1,11.2*,.,-20.1[16.7 µM],-33.3,-169.4,2.2,1.1,-2.3
COc1ccc(NC(=O)C(c2ccccc2)N(C)C(=O)c2cnccn2)cc1 (stereo not drawn),.,.,-3.9,.,-0.5,1.6,-3.4,2.7

# Five entries already listed, arranged by the number in CFTR F508del cor, smallest number first:
canonical_smiles | CFTR F508del cor | miR122 inh | GSIS activator | PglD inh | PGC1a acetyl inh
CSc1ccccc1C(=O)NCCc1ccc(S(=O)(=O)N2CCCCC2)cc1 | -2.5 | 6.5 | -19.6 | -0.7 | -7.6
CC(NC(=O)c1cc(COc2ccc3ncccc3c2)on1)c1ccc(F)cc1 (stereo not drawn) | -0.9 | -1.9 | -25.7 | -0.6 | 13.4
C[C@@H]1CN([C@@H](C)CO)C(=O)c2cccc(NC(=O)c3ccc(-c4nccs4)cc3)c2O[C@@H]1CN(C)S(=O)(=O)c1cccs1 | -0.5 | -1.6[16.7 µM] | 12.9 | 1.9 | -0.8
COc1cc(C(=O)NCCc2nc3ccccc3n2C)cc(OC)c1OC | 0.1 | -3.0 | -1.5 | -2.0 | 6.7
COc1nc(N)nc(NC(=O)c2cccs2)c1N=O | 11.2* | -3.9 | -16.3 | 5.7 | 34.8

# (cont.)
SMILES,CFTR F508del cor,FN deposit inh,miR122 inh,GSIS activator,C2C12 statin,Cneo AK release,PglD inh,PGC1a acetyl inh
NC(=O)c1cc(Cc2ccccc2)sc1NC(=O)c1ccco1,3.4,.,-7.9,15.6,10.5,-2.6,-1.5,1.0
CC(C)NC(=O)N(C)C[C@H]1Oc2c(NC(=O)c3nc4ccccc4s3)cccc2C(=O)N([C@@H](C)CO)C[C@H]1C,2.3,.,-6.5[16.7 µM],-11.1,.,-3.9,-2.7,1.0
Nc1ccccc1C(=O)NC12CC3CC(CC(C3)C1)C2,3.2,1.1,-6.7,6.5,30.3,-0.6,-6.7,4.3
COCCCNCCOc1cc(C(C)C)ccc1C,.,6.5,-3.5,.,-0.7,-3.7,-4.0,0.0
CSC1=NCCN1C(=O)c1c(F)cccc1Cl,.,.,1.7,.,-5.9,1.0,-4.8,27.8
O=C(Nc1ccccc1F)N[C@H]1CC[C@H](CC(=O)N2CCCCC2)O[C@@H]1CO,1.0,2.2,.,-1.1,-13.5,13.7,-1.7,-4.0
CCOc1ccc(OCCC(=O)OCC(=O)NC2CCCC2)cc1,0.2,0.8,.,2.5,1.0,-0.5,2.7,.
Cc1ccc(C)n1-n1c(C)nc2sc(-c3ccccc3)cc2c1=O,.,.,-7.4,.,-22.6,-8.4,5.5,0.8
CCN1CCC(NCCc2ccc(F)cc2)CC1,-4.6,-8.2,0.0,2.7,2.2,3.5,-5.9,-20.8
CC(C)CC#Cc1cnc2c(c1)C(=O)N([C@@H](C)CO)C[C@@H](C)[C@H](CN(C)Cc1cncnc1)O2,0.2,-5.3,-1.6[16.7 µM],2.5,-3.5,14.4,-0.4,-4.0
CNC[C@H]1OCCCC[C@@H](C)Oc2ccc(NC(=O)Nc3ccc4c(c3)OCO4)cc2C(=O)N([C@H](C)CO)C[C@H]1C,0.7,.,-1.6[16.7 µM],-3.6,-5.2,-2.7,-2.2,0.2
C[C@@H]1CN([C@@H](C)CO)C(=O)Cc2cc(NS(=O)(=O)c3ccccc3)ccc2O[C@H]1CN(C)Cc1ccc(-c2ccccc2)cc1,-1.3,.,1.7[16.7 µM],-4.5,41.4,-2.0,-0.5,-18.6
COc1ccccc1CNC(=O)C[C@@H]1CC[C@@H]2[C@H](COC[C@@H](O)CN2C(=O)Nc2ccc(F)cc2)O1,-2.0,-0.8,-11.7[16.7 µM],-15.1,0.6,-2.2,-0.4,-3.8

# Some entries already given, showing only PGC1a acetyl inh and PglD inh.
SMILES	PGC1a acetyl inh	PglD inh
OC1CC2CCC(C1)N2CCCN1c2ccccc2Sc2ccc(Cl)cc21 (stereo not drawn)	-25.7	3.5
O=C(NCC(F)(F)F)[C@@H]1[C@@H](CO)[C@@H]2Cn3c(ccc(-c4ccncc4)c3=O)[C@@H]2N1Cc1ccncc1	.	-0.1
